Rab2 wt GTP: modulators of GTP binding to Rab2A wildtype, primary screen, biochemical, dog, bead-based flow cytometry, multiplex | Ras-related protein Rab-2A (Canis lupus familiaris), P61105 | GST-Rab2 wt beads, Bodipy-GTP binding | GTP binding activity, % at 10 µM | actives 0.19% (n = 190,000);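 active means GTP binding activity at least 20 points away from 100%, either lowered or raised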;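 further: 0% = beads with excess unlabeled GTP and 100% = no-compound control corrected for plate trend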
HRas wt GTP: modulators of GTP binding to HRas wildtype, primary screen, biochemical, bead-based flow cytometry, multiplex | GST-Ras wt beads, Bodipy-FL-GTP binding; actives lie on both sides | GTP binding activity, % at 10 µM | actives 0.14% (n = 190,000);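 active means GTP binding activity at least 20% away from the 100% baseline, either lowered as inhibitor or raised as activator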;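 further: 0% = unlabeled GTP competition control and 100% = no-compound control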
Target sequence (P01112 whole entry, looked up): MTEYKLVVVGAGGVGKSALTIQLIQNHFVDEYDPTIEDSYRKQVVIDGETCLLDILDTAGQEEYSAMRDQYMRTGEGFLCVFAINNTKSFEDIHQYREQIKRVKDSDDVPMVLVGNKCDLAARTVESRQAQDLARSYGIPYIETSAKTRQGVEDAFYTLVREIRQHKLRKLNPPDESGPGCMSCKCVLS
Rac1 mut GTP: GTP binding modulators of activated mutant Rac1, primary screen, biochemical, bead-based flow cytometry, multiplex, fluorescent GTP; GST-Rac1 activated beads; actives lie on both sides; 100% means binding = to untreated wells; percent activity (GTP binding), % at 10 µM; actives 0.11% (n = 190,000); Ras-related C3 botulinum toxin substrate 1 (Homo sapiens), P63000;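 active means GTP binding at least 20 percentage points away from the 100% baseline, in either direction, so actives lie on both sides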
Pf gametocyte: late stage P. falciparum gametocyte viability inhibitors, primary screen, ATP luminescence, HTS; inhibition, % at 10.9 µM; actives 0.065% (n = 150,000); P. falciparum stage V gametocytes, 24 h;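 active means inhibition above the mean plus 3 SD of compounds within the control limits, set per campaign, cut at about 38% in these data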;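 further: 0% = DMSO wells and 100% = medium only without gametocytes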
Cdc42 wt GTP: modulators of GTP binding to wildtype Cdc42, primary screen, biochemical, multiplex bead flow cytometry, Bodipy-GTP; Cell division control protein 42 homolog (Homo sapiens), P60953; GST-Cdc42 beads; actives lie on both sides; percent activity (GTP binding), % at 10 µM; actives 0.2% (n = 190,000); AID 761, 2007;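 active means percent activity GTP binding at least 20 points away from the 100% baseline, either down as inhibitor or up as activator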;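 further: median bead fluorescence of bound Bodipy-FL-GTP at 100 nM; 0% = excess unlabeled GTP control and 100% = no compound control; below 100% means less GTP binding so inhibitor and above means activator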
Target sequence (P60953 whole entry, looked up): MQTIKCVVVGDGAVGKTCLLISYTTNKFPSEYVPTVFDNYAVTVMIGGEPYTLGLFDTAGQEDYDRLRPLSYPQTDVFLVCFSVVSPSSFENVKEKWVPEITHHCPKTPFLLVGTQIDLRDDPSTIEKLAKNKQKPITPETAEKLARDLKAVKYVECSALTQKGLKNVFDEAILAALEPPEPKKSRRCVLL
Avidin bead fluor: green autofluorescence of compounds with avidin beads – biophysical, 488/530 nm, flow cytometry, artefact control, profiling panel; compound fluorescence 488/530 nm; active compounds read high; fluorescence (KMESF) at 10 µM; actives 0.38% (n = 220,000); in the data active means fluorescence above about 47; further: inactives centre near 10
Bim-Mcl-1: inhibitors of Bim peptide binding to Mcl-1, primary screen, biochemical, bead-based flow cytometry, multiplex; inhibition, % at 10 µM; actives 0.1% (n = 190,000); Bim peptide-Mcl-1 binding; Induced myeloid leukemia cell differentiation protein Mcl-1 (Homo sapiens), Q07820; in the data active means inhibition above about 40%;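 further: 0% = no compound tracer wells and 100% = peptide blocker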
Target sequence (Q07820 whole entry, looked up): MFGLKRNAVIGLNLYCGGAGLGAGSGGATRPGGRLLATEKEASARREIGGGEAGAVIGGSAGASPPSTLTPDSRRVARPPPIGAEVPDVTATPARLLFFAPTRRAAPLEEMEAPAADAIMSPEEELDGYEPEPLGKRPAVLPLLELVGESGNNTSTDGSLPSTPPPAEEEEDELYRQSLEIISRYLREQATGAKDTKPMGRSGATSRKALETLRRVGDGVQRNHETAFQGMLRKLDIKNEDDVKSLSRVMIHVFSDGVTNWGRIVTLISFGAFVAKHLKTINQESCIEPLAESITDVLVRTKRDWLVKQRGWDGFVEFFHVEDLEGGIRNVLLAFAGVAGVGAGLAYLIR
Mcl1-Bid inh: Mcl-1/Bid binding inhibitors, primary screen, biochemical, TR-FRET, 1536-well; TR-FRET Mcl-1/Bid-Dy647 peptide binding; inhibition, % at 21.7 µM; actives 0.97% (n = 220,000); AID 1021, 2008;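 active means compounds that cut the binding signal by more than half at the single screening dose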;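 further: His-tagged Mcl-1 with europium anti-His antibody binding Bid BH3 peptide; 0% = Mcl-1 plus peptide wells and 100% = peptide-only wells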
Rab7 wt modul: modulators of GTP binding to Rab7, primary screen, biochemical, wildtype, multiplex bead flow cytometry; GST-Rab7 beads, fluorescent GTP binding; actives lie on both sides; untreated = 100%, excess cold GTP = 0%; Rab7 GTPase wild type (dog), Bodipy-FL-GTP binding; AID 758, 2007; actives 0.055% (n = 190,000); GTP binding activity (percent of control), % at 10 µM;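 active means fluorescent GTP binding to Rab7 beads changed by at least 20 points from the 100% baseline, either direction, mostly lower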;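 further: median green fluorescence of bound Bodipy-FL-GTP per Rab7 bead population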
Rac1 wt GTP bind: wildtype Rac1 GTP binding modulators, primary screen, biochemical, GST-Rac1 beads, flow cytometry, multiplex | AID 757, 2007 | GTP binding activity (% of control), % at 10 µM | Ras-related C3 botulinum toxin substrate 1 (Homo sapiens), P63000 | actives 0.27% (n = 190,000) | fluorescent GTP binding; actives lie on both sides; 0 = cold GTP competed, 100 = untreated;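 active means GTP binding activity at least 20 points away from the 100% control level, either lower or higher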
Mcl1 Noxa PPI: Mcl-1/Noxa binding inhibitors, primary screen, biochemical, TR-FRET, 1536-well; Induced myeloid leukemia cell differentiation protein Mcl-1 (Homo sapiens), Q07820; inhibition, % at 21.7 µM; TR-FRET Mcl-1/Noxa peptide binding, 2 h; actives 1.5% (n = 220,000);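 active means compounds that cut the protein-peptide binding signal by more than 50% relative to plate controls in a single-dose test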;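 further: His-tagged Mcl-1 with rhodamine Noxa BH3 peptide and terbium anti-His antibody; 0% = Mcl-1 plus Noxa peptide wells and 100% = peptide-only wells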
An asterisk follows results filed as active; . = not tested or not shown.

SMILES	Rab2 wt GTP	HRas wt GTP	Rac1 mut GTP	Pf gametocyte	Cdc42 wt GTP	Avidin bead fluor	Bim-Mcl-1	Mcl1-Bid inh	Rab7 wt modul	Rac1 wt GTP bind	Mcl1 Noxa PPI
Cc1cc(NC(=O)CSc2nc(C(C)C)nc3sc(C)c(C)c23)no1	100	100	99	6	105	12	-3	-21	103	107	-9
Cc1nc(NCC2CCCO2)c2nnn(Cc3ccccc3Cl)c2n1 (centres undefined)	101	103	99	.	104	11	-1	-24	102	109	0
COc1ccc(C(CC(=O)Nc2nccs2)n2cccc2)cc1 (centres undefined)	101	102	97	.	103	49*	1	-47	104	102	12
O=C(NC(O)C(=O)c1cccs1)c1cccnc1 (centres undefined)	101	101	100	.	104	19	0	-11	100	104	23
O=C(C1CCCN(Cc2ccc3c(c2)OCO3)C1)N1CCCC1 (centres undefined)	103	102	99	17	106	34	-1	28	101	107	17
Nc1c(C(=O)NC2CCCC2)c2nc3ccccc3nc2n1/N=C/c1ccco1	96	96	95	.	96	35	0	6	96	97	5
COc1ccc(CCn2nnnc2CN2CCN(C(=O)c3ccco3)CC2)cc1OC	96	93	94	-9	93	7	0	-30	93	94	4
CCCc1noc2c1C(c1ccoc1)C(C#N)=C(N)N2 (centres undefined)	97	98	97	.	97	9	-4	-26	101	100	27
O=C(NCC1CCCO1)C(c1ccc(F)cc1)N(Cc1ccc(F)cc1)C(=O)Cn1nnc(-c2cccs2)n1 (centres undefined)	99	96	95	-6	94	26	-1	-6	95	98	-11
CC(=O)Nc1ccc2c(c1)N(C(=O)CN(C)C)c1ccccc1CC2	103	102	101	.	103	13	-4	-36	99	104	9
CC(=O)c1cccc(S(=O)(=O)N2CCN(c3nc4cc(C)cc(C)c4cc3C#N)CC2)c1	93	97	92	.	98	10	0	1	99	95	-47
CC(C)=NOCc1ccc(-c2cn([C@@H]3COC[C@H]3O)nn2)cc1	101	104	99	.	102	10	-4	1	102	106	-1
O=C(Cn1cnc2c(cnn2-c2ccccc2)c1=O)c1ccc(Cl)cc1	100	99	100	.	100	9	-3	-16	101	104	0
COC(=O)C1C(=O)c2c([nH]c(C(=O)OC3CCCC3)c2C)CC1C (centres undefined)	97	97	97	-4	100	35	-1	-5	96	100	-12
O=C(N/N=C/c1c[nH]c2ccc(Br)cc12)c1ccccn1	96	96	97	.	99	11	-3	-4	97	101	-5
COC(=O)C1C(=O)C=C(N2CCOCC2)CC1(C)C (centres undefined)	95	99	95	1	100	5	0	-29	98	104	13
CCOc1ccc(CCNC(=O)Cn2c(-c3nonc3N)nc3ccccc32)cc1OCC	100	100	99	.	102	11	0	-8	102	102	9
Cc1ccc2c(CSc3nncs3)cc(=O)oc2c1	97	97	95	-6	99	7	0	-17	95	98	-2
COc1ccc(NC(=S)NCCCCCC(=O)C[N+](=O)[O-])cc1	96	95	95	5	93	12	-3	-61	98	95	28
COc1nc(NC2CCCCC2)nc(N2CCCCCC2)n1	102	103	99	.	103	7	-15	7	99	104	-13
CCN(CC)S(=O)(=O)c1ccc(C(=O)OCC(=O)Nc2ccc(-c3nc4ccc(C)cc4s3)cc2)cc1	102	104	102	-4	109	8	-2	15	96	109	0
O=C(Nc1nc(-c2ccc(F)cc2)cs1)c1ccc(N2C(=O)CCC2=O)cc1	99	98	96	.	98	7	0	-5	97	100	-5
Cc1cccc(NC(=O)CCCn2cc([N+](=O)[O-])cn2)n1	96	96	95	.	94	18	2	-9	94	101	2
CCOc1ccc(N(CC(=O)Nc2cccnc2)S(C)(=O)=O)cc1	98	94	98	-6	97	21	-1	-14	97	96	-4
CCN(CC)S(=O)(=O)c1ccc2c(c1)nc(CCC(=O)Nc1ccc3c(c1)OCO3)n2CC	101	103	100	-8	100	1	-3	-50	103	101	26

Next section.
SMILES	Rab2 wt GTP	HRas wt GTP	Rac1 mut GTP	Pf gametocyte	Cdc42 wt GTP	Avidin bead fluor	Bim-Mcl-1	Mcl1-Bid inh	Rab7 wt modul	Rac1 wt GTP bind	Mcl1 Noxa PPI
O=C(NCC(=O)N1CCCC1C(=O)O)OC1CCCCC1 (centres undefined)	102	100	102	24	101	6	-6	-22	103	106	17
Cc1cccc(-n2c(C)cc(/C=N\NC(=O)c3ccco3)c2C)c1	98	97	93	8	92	8	3	-18	101	94	7
CC1(C)CC(=O)C(/C=N/c2ncccc2C(=O)O)=C(O)C1	101	101	102	-3	102	7	0	-1	100	104	16
Cc1cc(C)c2c(CN3CCN(Cc4ccc5c(c4)OCO5)CC3)cc(=O)oc2c1	94	94	93	10	93	15	-3	-10	92	93	2
O=C(Nc1ccccc1C(=O)NCC1CCCO1)c1ccccc1 (centres undefined)	101	101	100	-3	104	23	-3	-27	100	107	6
CCOc1ccc(/C=c2\sc3nc(-c4ccco4)nn3c2=O)cc1OCC	103	100	96	-9	99	1	12	-1	99	101	27
O=S(=O)(NCc1csc(-c2cccnc2)n1)c1ccc(Cl)s1	103	103	100	.	103	8	-2	4	101	103	31
C=CCNC(=O)C1CCN(S(C)(=O)=O)CC1	108	103	102	.	104	29	-5	-2	98	107	9
Cc1cccc(NC(=O)c2ccc(S(=O)(=O)N(C)C)cc2)n1	98	103	99	4	102	23	-3	-1	100	104	10
Cc1cc(=O)cc(C)n1-c1ccccc1N1CCOCC1	101	103	101	-43	105	44	-2	4	101	104	3
Cc1ccc(C(=O)O/N=C2\CC3CCC2(C)C3(C)C)cc1 (centres undefined)	100	102	97	6	102	6	-2	3	105	106	10
O=C(Cc1ccccc1[N+](=O)[O-])N1CCc2ccccc2C1	103	102	97	-4	102	10	0	-75	110	105	-16
COc1cccc(N2CCN(C3CC(=O)N(c4cccc(Cl)c4)C3=O)CC2)c1 (centres undefined)	99	101	100	13	102	24	2	-23	97	105	-2
COc1ccc(N2C(=O)CC(NNC(=O)c3ccco3)C2=O)cc1 (centres undefined)	94	95	95	.	95	5	0	-15	95	99	6
COC(=O)c1ccc(CSc2nc(-c3ccco3)cc(C(F)(F)F)n2)o1	99	101	97	11	101	9	0	-11	102	98	17
Cc1nnc(SCC(=O)N2CCC(Cc3ccccc3)CC2)n(N)c1=O	103	104	100	.	105	14	0	-19	105	104	4
CCc1nc(Cl)c(C#N)c2c1CSC(C)(C)C2	103	101	102	11	101	7	-8	-12	98	102	-11
CCN(CC)C(=O)CSc1nc2sc(C)c(C)c2c(=O)[nH]1	91	91	89	.	89	12	-3	-4	91	84	.
S=C(NCCCNC(=S)Nc1ccccc1)Nc1ccccc1	103	103	101	10	105	2	-2	-86	101	102	20
Cc1cccc(Cl)c1OCCCCn1ccnc1	100	102	100	6	105	38	-2	23	98	102	6
CC1(C)Oc2ccc3ccc(=O)oc3c2/C(=C/NCCN/C=C2\C(=O)C(C)(C)Oc3ccc4ccc(=O)oc4c32)C1=O	107	108	101	.	108	5	-7	-1	104	109	15
COc1ccc(CC(C)N2CCN(c3cccc(C(F)(F)F)c3)CC2)cc1OC (centres undefined)	101	98	99	.	98	4	4	8	98	101	23
O=c1c(-c2ccccc2)coc2cc(O)ccc12	96	94	92	.	95	10	3	-15	95	95	4
O=c1c2cc(Cl)cc(Cl)c2nc2n1CCC2	97	95	94	18	93	10	-2	-13	103	98	2
Cc1cc(C)cc(OCC(=O)Nc2ccc3c4c(cccc24)CC3)c1	100	98	98	3	101	14	1	-12	97	96	22

In the list so far, these have a nitro group on carbon.
SMILES	Rab2 wt GTP	HRas wt GTP	Rac1 mut GTP	Pf gametocyte	Cdc42 wt GTP	Avidin bead fluor	Bim-Mcl-1	Mcl1-Bid inh	Rab7 wt modul	Rac1 wt GTP bind	Mcl1 Noxa PPI
COc1ccc(NC(=S)NCCCCCC(=O)C[N+](=O)[O-])cc1	96	95	95	5	93	12	-3	-61	98	95	28
Cc1cccc(NC(=O)CCCn2cc([N+](=O)[O-])cn2)n1	96	96	95	.	94	18	2	-9	94	101	2
O=C(Cc1ccccc1[N+](=O)[O-])N1CCc2ccccc2C1	103	102	97	-4	102	10	0	-75	110	105	-16

The listing continues.
SMILES	Rab2 wt GTP	HRas wt GTP	Rac1 mut GTP	Pf gametocyte	Cdc42 wt GTP	Avidin bead fluor	Bim-Mcl-1	Mcl1-Bid inh	Rab7 wt modul	Rac1 wt GTP bind	Mcl1 Noxa PPI
Clc1cccc(Cl)c1Cn1ccc(C2CC2)n1	94	93	95	4	95	11	0	-13	91	95	7
COc1ccc(Cn2c(O)c(C=Nc3ccc(O)cc3)c3ccccc3c2=O)cc1	90	94	95	.	90	16	0	-43	97	94	31
Cc1csc(SCC(=O)Nc2ccccc2[N+](=O)[O-])n1	99	98	95	-5	94	6	0	-27	109	98	0
CC(=O)Nc1ccc2c(c1)ncn2-c1ccc(C)cc1	99	100	98	-1	95	7	0	-31	106	100	1
CCCCNC(=O)COC(=O)c1ccc(Cl)c(S(N)(=O)=O)c1	99	99	98	.	99	5	0	-32	96	102	-24
Nc1nn(-c2cccc(F)n2)cc1-c1ccccc1	95	94	93	-24	94	10	0	-31	99	98	4
CCc1n[nH]c(=S)n1/N=C/c1c(C)nn(-c2ccccc2)c1Cl	101	98	93	-16	94	9	-2	-26	106	94	13
O=C(/C=C/c1ccc(Br)o1)NC(c1ccccc1)c1ccccc1	98	99	97	10	96	15	-3	-42	99	100	27
Cc1ccc(OCC(=O)Nc2ccc3c(c2)nc2n3CCOC2)cc1	97	98	99	20	99	12	-3	-46	96	100	16
O=C(O)CCC(=O)/C=C/c1ccccc1	97	95	95	.	99	6	0	-3	101	98	-1
Cc1ccc(NC(=O)CSc2nc(C)c(Cc3ccccc3)c(=O)[nH]2)cc1C	87	90	89	13	91	11	0	8	88	95	13
CCOC(=O)C1CCCN(C(=O)/C=C/c2ccc(Cl)cc2)C1 (centres undefined)	99	100	95	.	96	4	0	-10	105	102	-13
CN(C)c1ncc(S(=O)(=O)c2ccccc2)c(-c2ccc(Cl)cc2Cl)n1	100	101	100	.	100	10	1	1	98	101	-19
COc1ccc(CC(=O)NC(CC(=O)O)c2ccc(OC)cc2)cc1 (centres undefined)	103	103	100	.	102	10	-1	-10	102	108	16

An unsorted share of the library; 2.7% or so of the library scored in one or more.
